# L3MBTL1 inh: L3MBTL1 (human) inhibition; AlphaScreen L3MBTL1–H3K9me1 peptide binding; Q9Y468; AID 485360; 0.66% of 230,000 active; Potency, µM (highest dose often 57.1 µM), for inactives: at the top dose activity, negative = inhibition, hits mostly inhibitors; further: nearly all actives have a fitted effect of over 60% in size
#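 L3MBTL1 (50 nM) pre-complexed 30 min with biotinylated H3(1-15)K9me1 peptide (75 nM), then compounds added for 30 min at room temperature; AlphaScreen streptavidin donor/nickel chelate acceptor beads (10 ug/mL final) read after 30 min dark incubation.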
# TRb-SRC2 inh: disrupts binding of human TR beta to SRC2; TRbeta-SRC2 peptide binding, fluorescence polarization; receptor liganded with 1 µM T3; Potency, µM (top dose mostly 106 µM), without a hit: at the top dose activity change, negative = inhibition, actives largely listed as inhibitors; 0.065% of 280,000 active; P10828;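 further: plate controls were bound peptide for no effect and peptide without receptor for full effect; nearly all actives have a fitted effect of over 50% in size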
# Target sequence (P10828 whole entry, looked up): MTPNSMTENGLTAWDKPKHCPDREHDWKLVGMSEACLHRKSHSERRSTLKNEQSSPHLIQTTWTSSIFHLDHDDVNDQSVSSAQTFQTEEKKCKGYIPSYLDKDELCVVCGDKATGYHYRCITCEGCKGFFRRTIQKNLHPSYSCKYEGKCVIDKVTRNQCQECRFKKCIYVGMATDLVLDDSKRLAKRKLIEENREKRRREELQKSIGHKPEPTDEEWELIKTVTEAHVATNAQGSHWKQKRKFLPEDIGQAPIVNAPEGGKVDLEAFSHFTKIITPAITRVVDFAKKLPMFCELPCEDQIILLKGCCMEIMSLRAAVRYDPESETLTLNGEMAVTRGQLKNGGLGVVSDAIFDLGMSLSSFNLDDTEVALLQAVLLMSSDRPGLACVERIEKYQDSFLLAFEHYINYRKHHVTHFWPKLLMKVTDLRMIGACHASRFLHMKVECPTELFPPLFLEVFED
#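 TRb LBD 0.6 uM + Texas Red SRC2 peptide 20 nM, 1 uM T3, Tris buffer w/ 5% DMSO; compound pinned, 5 h RT; FP read ex 555/em 632; normalized to unbound and bound controls.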
# Tau ThT inhib: blocks human tau fibril formation measured by thioflavin T. P10636. recombinant tau K18 P301L, heparin-induced fibrillization, ThT fluorescence. Potency, µM (titrated, usually from 57.4 µM), without a hit: at the highest dose activity, negative = inhibition, hits mostly inhibitors. 2.1% of 270,000 active. AID 1460; further: nearly all actives have a fitted effect of over 55% in size
# Target sequence (P10636 561-689 P618L limits assumed): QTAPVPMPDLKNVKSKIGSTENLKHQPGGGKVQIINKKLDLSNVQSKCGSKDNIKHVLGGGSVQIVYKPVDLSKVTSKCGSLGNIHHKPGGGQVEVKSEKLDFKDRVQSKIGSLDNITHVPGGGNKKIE
#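 Fibril formation assay: tau K18 P301L at 15 uM with trace Alexa 594 label, heparin inducer 20 uM, pH 7 sodium acetate buffer, 37 C for 6 hr; endpoint ThT signal.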
# GLA spleen mod: inhibits or activates alpha-galactosidase in human spleen homogenate; AID 2107; human spleen homogenate, 4MU-alpha-Gal fluorescence, 40 min; Potency, µM (series often up to 80 µM), for the others: at the highest dose activity change, negative = inhibition, most hits filed as inhibitors; 0.008% of 240,000 active;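 further: 0% = enzyme with vehicle and -100% = no enzyme basal signal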
# Target sequence (P06280 32-429 limits assumed): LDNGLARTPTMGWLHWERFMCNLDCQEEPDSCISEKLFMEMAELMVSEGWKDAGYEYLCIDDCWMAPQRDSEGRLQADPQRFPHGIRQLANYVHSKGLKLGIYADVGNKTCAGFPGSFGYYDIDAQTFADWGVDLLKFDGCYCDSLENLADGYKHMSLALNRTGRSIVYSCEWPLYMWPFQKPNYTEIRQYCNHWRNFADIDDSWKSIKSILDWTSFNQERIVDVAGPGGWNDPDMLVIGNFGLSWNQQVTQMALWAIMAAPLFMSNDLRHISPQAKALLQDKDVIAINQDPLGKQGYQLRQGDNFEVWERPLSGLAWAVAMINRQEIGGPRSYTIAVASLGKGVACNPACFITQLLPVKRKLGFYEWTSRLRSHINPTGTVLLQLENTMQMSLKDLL
#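 Human spleen homogenate (1 ug) was the enzyme source, with 4-methylumbelliferyl-alpha-D-galactopyranoside (1 mM final) in pH 5.0 citrate buffer with 0.01% Tween-20. Compounds were titrated; after 40 min at 37C, NaOH/glycine stop, 4-MU fluorescence read; AC50 from Hill fits.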
# ALDH1A1 inh: inhibitors of human aldehyde dehydrogenase 1A1; Potency, µM (doses to about 75.3 µM), without a hit: top-dose activity, negative = inhibition, actives largely listed as inhibitors; P00352; 7.3% of 220,000 active; Purified ALDH1A1, NADH fluorescence, propionaldehyde substrate; active means well fitted inhibition curve with a large enough effect, not every such curve was filed as active; inconclusive means small, poorly fitted or top-dose-only effect, or another doubt; inactive means no such curve, though single readings can be large or run the other way;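 further: plate controls were no enzyme wells and a reference inhibitor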
# TR SRC2 fluor cs: counter-screen for TRb-SRC2 inhibitors: fluorescence interference; TRb/SRC2 Texas Red total fluorescence interference; Potency, µM (series often up to 106 µM), inactives show at the highest dose fluorescence change, negative = quenching; 0.29% of 280,000 active; active means well fitted curve in either direction with a large enough effect; inconclusive means small, poorly fitted or top-dose-only effect
#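 Flags fluorescent or light-absorbing compounds by total fluorescence, S + 2P, at 555 nm excitation and 632 nm emission. Mixture: 20 nM Texas Red SRC2 peptide, 0.6 uM human TRb LBD, 1 uM T3, 5% DMSO; compound exposure 5 h at ambient temperature.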
# Tau FP inhib: tau fibrillization inhibition (FP) | Potency, µM (top dose mostly 57.7 µM), for inactives: at the top dose activity, negative = inhibition, actives largely listed as inhibitors | K18 P301L tau heparin fibrillization, Alexa594 FP, 6 h | 0.39% of 280,000 active; further: nearly all actives have a fitted effect of over 55% in size
#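 FP of Alexa 594-tau after heparin (20 uM) induction. Substrate: human K18 P301L, 15 uM unlabeled, 0.24 uM labeled. Buffer 100 mM sodium acetate pH 7. 6 hr, 37 C.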
# Tau fluor cs: counter-screen for tau fibril formation inhibitors; tau K18 P301L (four-repeat tau fragment) Alexa594 fluorescence, heparin fibrillization; Potency, µM (series often up to 57.7 µM), for inactives: at the highest dose activity change, negative = decrease; 0.93% of 280,000 active; AID 1463; further: nearly all actives have a fitted effect of over 55% in size
#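 Human K18 P301L tau (15 uM unlabeled plus 0.24 uM Alexa 594-labeled, final) in 100 mM sodium acetate pH 7 was mixed with compound and 20 uM heparin and incubated 6 hr at 37 C.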
# An asterisk follows results filed as active; ? = inconclusive; / = no result given; [ ] = dose if it differs, or a comment. Unless noted, the call rests on the fitted dose curve; in most records, active means well fitted curve in the direction sought with a large enough effect; inconclusive means small, poorly fitted or top-dose-only effect, or another doubt; inactive means no such curve, though single readings can be large; an effect the other way counts as inactive or inconclusive. Unless noted, on the % scale 0 is the no-effect control and ±100 the full control effect; potency means the concentration at half of the fitted maximal effect.
SMILES,L3MBTL1 inh,TRb-SRC2 inh,Tau ThT inhib,GLA spleen mod,ALDH1A1 inh,TR SRC2 fluor cs,Tau FP inhib,Tau fluor cs
CC1(C)CC(CCC(=O)Nc2ccccc2Cl)C(=O)O1 (stereo not given),1%,-11%,2%,-5%,?,-11%,-1%,4%
Cc1ccc(CCNC(=O)c2ccc3nc(N4CCC(C)CC4)sc3c2)cc1,/,8%,?,/,/,-1%,-5%,-2%
Cc1noc(/C=C/N(C)C)c1S(=O)(=O)N1CCCC(C(=O)Nc2ccc3c(c2)OCO3)C1 (stereo not given),/,5%,?,4%,?,-4%,4%,?
Cc1ccc(CNC(=O)CCCc2nc3ccccc3s2)cc1,-2%,0%,-2%,4%,?,0%,-2%,-4%
O=C(Nc1ccc(OC(F)(F)F)cc1)c1noc2c1CCCC2,/,-3%,2%,/,/,2%,4%,-1%
Cn1c(=O)c2c(ncn2CC(=O)N2CCN(c3ccc(F)cc3)CC2)n(C)c1=O,1%,-4%,-7%,11%,5%,-3%,1%,2%
O=C(O)CSc1c(O)c2ccccc2[nH]c1=O,21%,-6%,-13%,4%,?,-1%,?,-6%
COc1ccc(NC(=O)CNc2ccc(C#N)cc2)cc1,/,6%,-7%,7%,22µM*,-2%,-11%,-10%
CN(C)S(=O)(=O)c1cccc(NC(=O)COC(=O)c2cn(-c3ccccc3)nc2-c2ccccc2)c1,-4%,1%,12%,5%,0%,-2%,?,?
COc1ccc(NC(=O)CN(c2ccc(C(C)C)cc2)S(=O)(=O)c2c(C)noc2C)cc1OC,0%,2%,13%,0%,14%,0%,-1%,-15%
COc1ccc2c(c1)c(=O)c(C(=O)c1ccc(C)cc1)cn2Cc1ccccc1F,/,3%,?,/,/,4%,-3%,-10%
CC(C)NC(=O)NC(=O)COC(=O)c1ccc([N+](=O)[O-])cc1Cl,-6%,11%,-6%,2%,-12%,0%,5%,-6%
Cc1ccc(NC(=O)NCCOCCn2c(=O)oc3ccccc32)c(C)c1,/,-7%,7%,/,/,-2%,-3%,1%
Cc1cc(Cl)ccc1OCC(=O)Nc1nc(-c2cccnc2)cs1,-6%,3%,-5%,0%,/,1%,-16%,-11%
COC(=O)c1ccccc1NC(=O)C1CCCN(S(=O)(=O)c2ccccc2)C1 (stereo not given),/,-4%,-15%,-3%,-7%,-3%,-8%,-23%

# The last 4 records of the part above lead into the next:
SMILES,L3MBTL1 inh,TRb-SRC2 inh,Tau ThT inhib,GLA spleen mod,ALDH1A1 inh,TR SRC2 fluor cs,Tau FP inhib,Tau fluor cs
CC(C)NC(=O)NC(=O)COC(=O)c1ccc([N+](=O)[O-])cc1Cl,-6%,11%,-6%,2%,-12%,0%,5%,-6%
Cc1ccc(NC(=O)NCCOCCn2c(=O)oc3ccccc32)c(C)c1,/,-7%,7%,/,/,-2%,-3%,1%
Cc1cc(Cl)ccc1OCC(=O)Nc1nc(-c2cccnc2)cs1,-6%,3%,-5%,0%,/,1%,-16%,-11%
COC(=O)c1ccccc1NC(=O)C1CCCN(S(=O)(=O)c2ccccc2)C1 (stereo not given),/,-4%,-15%,-3%,-7%,-3%,-8%,-23%
CCC(=O)NC(Nc1cc(C)ccn1)(C(F)(F)F)C(F)(F)F,/,-10%,-2%,6%,?,-1%,6%,-1%
O=C1OC(Cc2ccccn2)C(=O)C1=C1SCCS1 (stereo not given),3%,3%,-7%,7%,-10%,0%,-13%,0%
O=C1NC(c2ccc(Br)cc2)=N/C1=C/c1ccco1,-17%,-1%,?,-1%,-5%,-2%,-11%,-26%
Cc1ccc(-c2nn(-c3ccccc3)cc2C(=O)Nc2ccc(C)c(S(=O)(=O)N3CCOCC3)c2)cc1,-4%,1%,-1%,2%,-10%,4%,16µM*,?
COc1ccc(-c2ccc(SCC(=O)N3CCN(c4ccccc4)CC3)nn2)cc1,7%,4%,-5%,4%,-4%,0%,-2%,4%
O=C1CCC(CCC(=O)N2CCCC(C(=O)c3ccc(Cl)cc3)C2)=NN1 (stereo not given),-3%,1%,-3%,6%,18%,-6%,-17%,-9%
CCOc1cc(OCC)nc(S(C)(=O)=O)n1,-1%,8%,-8%,-9%,5%,-1%,7%,2%
Cc1cc(C)c(OCC(=O)Nc2nc3ccccc3[nH]2)c(C)c1,-1%,2%,2%,-3%,9%,-1%,-10%,1%
CC1CC(C)CN(C(=O)Nc2ccc(Br)cc2)C1 (stereo not given),9%,-4%,1%,13%,-2%,-2%,1%,-4%
COc1ccc(N2CCN(c3ncnc4c3nnn4Cc3ccccc3Cl)CC2)cc1,-23%[11.4 µM],7%,-3%,8%,?,-1%,1%,-4%
O=C(Cc1cc(=O)[nH]c(=O)[nH]1)N1CCN(C(=O)c2ccco2)CC1,-8%,11%,15%,2%,8%,3%,9%,13%
Cc1onc(-c2ccccc2)c1CNC(=O)Nc1ccc(C(F)(F)F)cc1,2%,-8%,1%,-8%,0%,-2%,?,?
Cc1cc(C)cc(NC(=S)N2CCN(c3ccc(F)cc3)CC2)c1,1%,2%,9%,1%,5%,-2%,-3%,8%
COc1ccc2c(c1)[N+](C)(C)C(C)(C)C=C2C,/,-3%,-6%,-15%,6%,-4%,5%,-6%
COc1cccc(-n2ccnc2SCC(=O)N2CCCc3ccccc32)c1,-14%,-5%,-9%,5%,?,7%,10%,2%
CCN1C(=O)S/C(=C/c2cn(C)c3ccccc23)C1=O,-22%,-4%[53 µM],10%,-5%,11%,0%[53 µM],-3%,8%
CCOC(=O)c1cc(CC)sc1NC(=O)CSc1nc2ccccc2c(=O)n1Cc1ccco1,2%,-2%,?,14%,3%,-1%,-5%,-21%
CC1CC(C)CN(C(=O)CSc2nc(N)cc(=O)[nH]2)C1 (stereo not given),10%,-2%,4%,-1%,-2%,1%,10%,3%
COc1cc(/C=C2/NC(=O)N(c3cccc(Cl)c3)C2=O)ccc1O,-3%,-5%,-16%,2%,1%,-7%,14%,-19%
Cn1c(CCN2CCCCC2)nc2cc(NC(=O)Nc3ccccc3)ccc21,2%,-2%,-13%,-1%,-3%,0%,9%,-10%
Cc1ccc(C(=O)NN2C(=O)C3C4c5ccccc5C(c5ccccc54)[C@@H]3C2=O)cc1 (stereo not given in full),6%,-1%,-3%,-6%,-5%,?,10%,-10%
Cc1ccc(C)c(CN2C(=O)CSc3ccc(C(=O)NCCc4ccc(Cl)cc4)cc32)c1,/,3%,1%,/,/,-1%,-4%,-12%
Cc1c(C(=O)N(C)C)sc2c1c(=O)n(-c1ccc(Cl)c(Cl)c1)c(=O)n2CC(=O)Nc1cccc(C(F)(F)F)c1,/,2%,17%,/,/,-2%,?,-29%
Cc1cc(C)c(-n2c(SCc3nc4ccccc4s3)n[nH]c2=O)c(C)c1,/,8%,/,7%,/,1%,6%[0.0958 µM],10%[0.0958 µM]
COc1cc2c(=O)nc3n(c2cc1OC)C(c1ccccc1)N=C(N)N3 (stereo not given),-6%[11.4 µM],10%,4%,28%,-12%,-2%,1%,7%
O=S(=O)(Nc1ccc(S(=O)(=O)N2CCCCC2)cc1)c1cccs1,2%,-4%,7%,3%,13µM*,1%,-3%,-8%
CCOC(=O)CSC1=C(C#N)C(c2ccc(C)cc2)C(C(=O)OC)C(=O)N1 (stereo not given),/,6%,-8%,8%,3%,-5%,0%,-13%
Cn1c(C(=O)N2CCN(C3CCCCC3)CC2)cc2c(=O)n(C)c3ccccc3c21,/,-23%,-8%,-10%,11%,1%,2%,-3%
COC(=O)c1c(C(=O)OC)c(-c2ccc(Cl)cc2)n2c1CS(=O)(=O)C2,/,-3%,-4%,5%,2%,0%,-2%,-5%
COc1ccc(N2CCN(C(=O)Cc3ccc(Br)cc3)CC2)cc1,/,1%,?,-1%,/,-4%,2%,?

# 2 records drawn at random from the list so far, as already listed:
SMILES,L3MBTL1 inh,TRb-SRC2 inh,Tau ThT inhib,GLA spleen mod,ALDH1A1 inh,TR SRC2 fluor cs,Tau FP inhib,Tau fluor cs
COc1ccc(NC(=O)CNc2ccc(C#N)cc2)cc1,/,6%,-7%,7%,22µM*,-2%,-11%,-10%
CC1(C)CC(CCC(=O)Nc2ccccc2Cl)C(=O)O1 (stereo not given),1%,-11%,2%,-5%,?,-11%,-1%,4%

# Other structures follow:
SMILES,L3MBTL1 inh,TRb-SRC2 inh,Tau ThT inhib,GLA spleen mod,ALDH1A1 inh,TR SRC2 fluor cs,Tau FP inhib,Tau fluor cs
Cc1ccnc(NC(=O)CSc2cc(=O)n(C)c3ccccc23)c1,45%[activator],-6%,0%,2%,?,-7%,6%,-5%
CCOC(=O)C1CCCN(C(=O)c2ccccc2SCCOC)C1 (stereo not given),3%,-2%,-6%,-14%,-4%,-4%,-10%,-3%
Cn1c(=NC(=O)C2CC2)sc2cc(F)cc(F)c21,/,-6%,-14%,-7%,4%,-6%,9%,-7%
CCN(CC)S(=O)(=O)c1ccc(C(=O)C(C#N)c2ccccn2)cc1 (stereo not given),-2%,-16%,-5%,18%,?,-1%,-11%,-15%
COc1ccc([N+](=O)[O-])cc1NC(=O)C(C)c1ccccc1 (stereo not given),8%,6%,3%,-1%,-7%,0%,4%,-24%
Cn1ccnc1Sc1nc2ccccc2nc1NS(=O)(=O)c1ccccc1,-1%,4%,5%,-1%,-3%,2%,-3%,13%
CCOCCCNC(=O)C(c1ccccc1)N(Cc1ccc2c(c1)OCO2)C(=O)c1ccc(NC(C)=O)cc1 (stereo not given),/,2%,-7%,/,/,0%,6%,-16%
CCCCNc1nc2ccccc2n1CC(=O)Nc1ccc2c(c1)OCCO2,/,-2%,/,-1%,/,-1%,-8%,-24%
Cc1cc(C)nc(N2CCC(C(=O)Nc3nnc(C)s3)CC2)n1,0%,-4%,-8%,-2%,?,0%,1%,-3%
CCN1C(=O)c2ccccc2Sc2ccc(NC(C)=O)cc21,/,1%,-4%,/,/,4%,-5%,-11%
O=C(CN1N=C(c2ccccc2)CCC1=O)NCCCN1CCc2ccccc2C1,13%,1%,2%,2%,10%,-9%,-10%,-1%
CCOc1cccc(=O)c2c(C)n(Cc3ccco3)c(C)c12,?,10%,-6%,5%,2.2µM*,-2%,3%,-12%
O=[N+]([O-])c1[nH]cnc1/C=C/c1ccccc1,3%,-3%,-17%,1%,8%,0%,6%,-18%
COc1ccc(-n2ncc3c(NCCCN4CCOCC4)ncnc32)cc1,/,-6%,-6%,-12%,?,1%,7%,5%
